Screens (PubChem)
POLK inh: blocks human DNA polymerase kappa activity. Q9UBT6. 400,000 compounds, 0.53% hits. Potency, µM (highest dose often 107 µM), for inactives: top-dose activity, negative = inhibition, hits mostly inhibitors. purified Pol kappa, fluorescent DNA synthesis assay, 10 min; also: % is scaled to controls: 0 for no effect and ±100 for the full control effect
Target sequence (Q9UBT6 whole entry, looked up): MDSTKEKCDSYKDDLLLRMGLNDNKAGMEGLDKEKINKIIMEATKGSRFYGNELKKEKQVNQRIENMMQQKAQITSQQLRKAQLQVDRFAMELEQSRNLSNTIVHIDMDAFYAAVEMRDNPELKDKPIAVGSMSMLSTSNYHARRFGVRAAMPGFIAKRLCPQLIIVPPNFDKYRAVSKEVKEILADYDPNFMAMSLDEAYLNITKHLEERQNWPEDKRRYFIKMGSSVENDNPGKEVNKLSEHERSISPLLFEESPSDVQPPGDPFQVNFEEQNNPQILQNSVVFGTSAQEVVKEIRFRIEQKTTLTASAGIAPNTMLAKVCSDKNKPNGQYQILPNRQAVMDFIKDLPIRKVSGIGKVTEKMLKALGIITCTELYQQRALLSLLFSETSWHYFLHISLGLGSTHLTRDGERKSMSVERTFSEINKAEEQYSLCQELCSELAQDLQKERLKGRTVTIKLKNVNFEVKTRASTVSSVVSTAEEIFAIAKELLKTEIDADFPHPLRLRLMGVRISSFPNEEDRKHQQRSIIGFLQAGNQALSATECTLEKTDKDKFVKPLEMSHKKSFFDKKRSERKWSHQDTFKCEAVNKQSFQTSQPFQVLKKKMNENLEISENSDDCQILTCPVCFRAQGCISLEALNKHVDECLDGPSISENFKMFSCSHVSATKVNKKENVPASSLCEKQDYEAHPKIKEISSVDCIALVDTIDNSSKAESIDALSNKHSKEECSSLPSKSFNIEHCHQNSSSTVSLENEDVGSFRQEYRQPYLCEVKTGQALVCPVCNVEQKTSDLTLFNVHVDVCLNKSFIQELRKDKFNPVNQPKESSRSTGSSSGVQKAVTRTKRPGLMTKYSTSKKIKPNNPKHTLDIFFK
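50 nM final substrate added after 15 min RT preincubation of 10 nM Pol kappa with compound; fluorescence read at 0 and 10 min.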
Anesthetic bind: candidate novel general anesthetic via apoferritin binding; P02791; apoferritin/1-aminoanthracene competitive binding, fluorescence; Potency, µM (titrated, usually from 77.5 µM), inactives show at the highest dose activity change, negative = displacement, most hits filed as inhibitors; 350,000 compounds, 0.074% hits; AID 485281; also: % is scaled to controls: 0 for no effect and ±100 for the full control effect; nearly all actives have a fitted effect of over 20% in size
Target sequence (P02791 2-175 limits assumed): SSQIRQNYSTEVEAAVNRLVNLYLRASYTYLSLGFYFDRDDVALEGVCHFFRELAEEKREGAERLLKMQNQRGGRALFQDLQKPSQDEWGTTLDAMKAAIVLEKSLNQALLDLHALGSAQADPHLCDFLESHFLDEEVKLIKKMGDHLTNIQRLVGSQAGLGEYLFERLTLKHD
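Apoferritin-based anesthetic binding model; compound displacement of fluorescent 1-AMA measured as endpoint fluorescence after 10 minutes at room temperature, scaled to free-ligand and complex controls.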
BAZ2B inh: blocks human BAZ2B | Q9UIF8 | AlphaScreen BAZ2B-H3K14Ac peptide displacement | Potency, µM (top dose mostly 114 µM), without a hit: at the highest dose activity change, negative = inhibition, most hits filed as inhibitors | 360,000 compounds, 4.4% hits | AID 504333; also: % is scaled to controls: 0 for no effect and ±100 for the full control effect; nearly all actives have a fitted effect of over 60% in size
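Compounds, titrated to a top concentration of 110 uM, were incubated 30 min at room temperature with preformed BAZ2B/acetyl-K14 H3 peptide complex (50 nM each). Proximity signal was measured by AlphaScreen after 20 min with beads.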
POLI inh: blocks human DNA polymerase iota activity; Q9UNA4; Pol iota fluorescent replication assay, 10 min; Potency, µM (series often up to 115 µM), for inactives: at the top dose activity, negative = inhibition, usual class: inhibitors; 390,000 compounds, 1% hits
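Pol iota at 10 nM preincubated 15 min with compounds at room temperature; reaction started with fluorescent substrate, 50 nM final. Fluorescence read kinetically at 0 and 10 min; buffer-only wells as negative control.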
POLB inh: blocks human DNA polymerase beta activity. P06746. Pol beta primer extension/strand displacement, fluorescence kinetic. Potency, µM (titrated, usually from 114 µM), without a hit: at the highest dose activity change, negative = inhibition, hits mostly inhibitors. 340,000 compounds, 1.3% hits; also: % is scaled to controls: 0 for no effect and ±100 for the full control effect
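Preincubation: enzyme (10 nM) with compound, 15 min, RT. Reaction: substrate added to 50 nM final. Reads: 0 and 10 min. Analysis: normalized, Hill fit.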
G9a block: inhibitors of human histone lysine methyltransferase G9a | G9a H3K9 monomethylation, AlphaScreen, 2 h | Potency, µM (series often up to 102 µM), for the others: top-dose activity, negative = inhibition, usual class: inhibitors | 350,000 compounds, 8.8% hits; also: % is scaled to controls: 0 for no effect and ±100 for the full control effect; nearly all actives have a fitted effect of over 75% in size
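Signal arises when biotinylated H3K9 peptide, once monomethylated, bridges streptavidin donor and antibody-captured acceptor beads. Enzyme at 20 nM was preincubated 15 min with test compounds; peptide 500 nM and SAM 20 uM then reacted for 2 h.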
BLM helicase inh: inhibitors of human Bloom syndrome helicase BLM; P54132; recombinant BLM DNA unwinding, fluorescence dequenching; Potency, µM (doses to about 56.1 µM), for the others: at the top dose activity change, negative = inhibition, usual class: inhibitors; 350,000 compounds, 0.2% hits; AID 2528;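 also: plate controls were vehicle for no effect and no enzyme for full effect; nearly all actives have a fitted effect of over 35% in size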
APE1 inh: inhibitors of human APE1 endonuclease; AID 2517; 350,000 compounds, 0.35% hits; P27695; recombinant APE1, TAMRA/BHQ-2 abasic DNA cleavage fluorescence; Potency, µM (doses to about 65.8 µM), for inactives: at the top dose activity change, negative = inhibition, actives largely listed as inhibitors;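 also: plate controls were vehicle for no effect and reference inhibitor for full effect; nearly all actives have a fitted effect of over 55% in size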
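Step 1: APE1 (0.75 nM) with compound, 15 min RT. Step 2: add 50 nM fluorophore/quencher THF duplex. Step 3: three fluorescence reads 60 s apart (525/598 nm); read 3 minus read 1 = reaction progress.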
POLH inh: blocks human DNA polymerase eta activity | Potency, µM (top dose mostly 114 µM), for inactives: top-dose activity change, negative = inhibition, actives largely listed as inhibitors | 390,000 compounds, 1.2% hits | recombinant Pol eta, fluorescent DNA replication assay | Q9Y253; also: % is scaled to controls: 0 for no effect and ±100 for the full control effect
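Fluorescent replication assay: 50 nM final substrate added after a 15 min room-temperature compound preincubation with 10 nM enzyme. Signal taken at 0 min and again at 10 min.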
The depositor's hits bear a star; i = inactive; ? = inconclusive; · = not tested or not shown; & = joins results of further samples; [ ] = dose if it differs, or a comment. Calls follow the shape of the dose curve; as a rule, active = well fitted curve in the direction sought with a large enough effect; inconclusive = small, poorly fitted or top-dose-only effect, or another doubt; inactive = no such curve, though single readings can be large; an effect the other way counts as inactive or inconclusive. Potency is read from the fitted curve at half-maximal effect. Only part of the results is shown; count on the stated rates, not on these rows.

Assay codes: A = POLK inh; B = Anesthetic bind; C = BAZ2B inh; D = POLI inh; E = POLB inh; F = G9a block; G = BLM helicase inh; H = APE1 inh; I = POLH inh
1. CCCC(=O)Nc1nnc(SCC)s1
  A: -1.3%	B: -3.2%	C: -22.8%	D: 22.0%	E: -0.7%	F: 3.1%[59 µM]	G: -1.4%	H: 2.0%	I: -11.8%
2. COc1ccc(OC)c(-n2nnnc2SCC(=O)NCc2ccc3c(c2)OCO3)c1
  A: -1.5%	B: 0.7%	C: 6.9%	D: 14.3%	E: 0.3%	F: 11.7%[12.7 µM]	G: 0.7%	H: -1.8%	I: 4.6%
3. COc1ccc(CCNC(=O)CCc2cn(Cc3ccc(F)cc3)c3ccccc23)cc1OC
  A: -15.2%	B: 53.0%[activator]	C: ?	D: -11.7%	E: 4.6%	F: -41.9%[59 µM]	G: -7.3%	H: ·	I: -18.5%
4. Cc1cccc(Cn2nc(C)cc2NC(=O)CCCn2ccc([N+](=O)[O-])n2)c1
  A: -15.5%	B: -22.8%	C: -16.3%	D: 28.9%	E: -5.7%	F: ?	G: -4.0%	H: -5.9%	I: -6.6%
5. COc1cccc(CNC(=O)CN2C(=O)CSc3ccc(S(=O)(=O)N4CCCC4)cc32)c1
  A: 6.9%&4.5%	B: -3.1%&-8.7%	C: 4.2%&-6.7%	D: 19.4%&16.4%	E: -10.3%&27.4%	F: 1.6%	G: 5.0%&0.4%	H: -1.5%	I: 3.0%&1.9%
6. COc1cccc(CN2CCN(C(=O)c3cccc4ccccc34)CC2)c1
  A: -9.1%	B: -10.6%	C: -36.0%[57.1 µM]	D: 9.7%	E: 37.0%	F: ·	G: 0.2%	H: 8.0%	I: -14.4%
7. COc1cc(NC(=O)C2CCCN(c3ncnc4c3nc3n4CCCCC3)C2)cc(OC)c1OC (centres undefined)
  A: -13.5%	B: -2.0%	C: -7.2%	D: ?	E: -3.6%	F: ·	G: 2.9%	H: -21.5%	I: -7.1%
8. COc1ccc(-c2ncnc(C(F)(F)F)c2-c2csc(C)n2)c(O)c1
  A: 3.6%	B: -12.3%	C: -8.2%	D: 71.7%[activator]	E: 41.1%	F: ·	G: -6.3%	H: 2.6%	I: -10.1%
9. COc1ccc(CCNC(=O)c2cnc3ccccn3c2=O)cc1
  A: 2.8%	B: -8.7%	C: -0.2%	D: 15.3%	E: -11.1%	F: -4.1%	G: 3.6%	H: -2.6%	I: -2.9%
10. Cc1ccc(Cl)c(OCC(=O)NCc2ccco2)c1
  A: -2.7%	B: -0.7%	C: ?	D: ?	E: -4.0%	F: -0.9%[2.33 µM]	G: -4.0%	H: 7.7%	I: -8.8%
11. COc1cc(C#Cc2c(-c3cncn3C)n(C)c3ccc(Br)cc23)cc(OC)c1
  A: 3.7%	B: ·	C: ·	D: 46.2%[activator]	E: ·	F: ·	G: ·	H: 17.0%	I: -8.7%
12. COc1ccc(N2C(=O)C(CC(N)=O)N(NC(=O)CCc3ccccc3)C2=O)cc1 (centres undefined)
  A: 6.0%	B: 2.4%	C: ?	D: 15.2%	E: 22.4µM*	F: 2.8%	G: 1.4%	H: -7.0%	I: -10.5%
13. CCCOc1ccc(-c2csc(N)n2)cc1[N+](=O)[O-]
  A: -5.3%	B: -9.4%	C: ?	D: 0.6%	E: 13.5%	F: ?	G: -2.6%	H: 13.6%	I: -13.1%
14. Nc1ccc(Br)cc1Br
  A: 2.1%	B: -0.6%	C: 0.6%	D: -10.4%	E: -0.2%	F: 14.2%	G: -1.9%	H: 44.9%[activator]	I: -9.5%
15. O=C1Cc2ccccc2C(=O)N1Cc1ccccc1
  A: -14.6%	B: ?	C: -32.7%	D: ?	E: -1.7%	F: 50.1µM*	G: -18.4%	H: -10.5%	I: -10.6%
16. O=C(CCCC(=O)n1cnc2ccccc21)n1cnc2ccccc21
  A: -16.0%	B: -7.5%	C: -29.2%	D: 12.2%	E: 2.0%	F: -33.8%	G: 5.4%	H: -5.9%	I: ?
17. COc1ccc(NC(=O)CN2C(=O)C(C)SC(C)C2=O)c(OC)c1 (centres undefined)
  A: -1.4%	B: -2.6%	C: -5.9%	D: -8.0%	E: 23.8%	F: 29.0%[59 µM]	G: -14.1%	H: 3.7%	I: -4.3%
18. CN1CCN(c2ccc(CNS(=O)(=O)c3ccccc3)cc2)CC1
  A: 1.2%	B: -4.5%	C: -12.9%	D: 17.8%	E: 0.5%	F: ?	G: -2.5%	H: 3.1%	I: -8.5%
19. COc1ccc(Cl)cc1NC(=O)C(C)Sc1nnc(C2CC2)n1C1CC1 (centres undefined)
  A: 4.4%	B: ·	C: 5.0%	D: 9.4%	E: ·	F: 1.8%[2.33 µM]	G: ·	H: 10.8%	I: -20.2%
20. CC1(C)CC(=O)c2cc(OCC(=O)NCC3CCCO3)ccc2O1 (centres undefined)
  A: -2.8%	B: 331.2%[activator]	C: -5.2%	D: 8.1%	E: 21.5%	F: -5.7%	G: -2.0%	H: -1.4%	I: 2.9%
21. Cc1c2c(c(O)c3c(O)cccc13)C(=O)O[C@H]2C1C(N(C)C)C(O)=C(C(N)=O)C(=O)[C@H]1O (some centres undefined)
  A: 0.474µM*	B: 0.1%	C: ·	D: ·	E: ·	F: ·	G: 17.8µM*	H: 2µM*	I: ·
22. Cc1cc(/C=C2\SC(=O)NC2=O)c(C)n1-c1ccc(N(C)C)cc1
  A: -6.8%	B: -3.5%	C: 6.5%	D: 45.8%[activator]	E: -1.3%	F: 13.7%	G: -0.8%	H: 23.6%	I: 8.8%
23. CCCn1c2ccccc2c2cnn(CC(=O)N(CC)CC)c(=O)c21
  A: -15.4%	B: -4.0%	C: 6.6%	D: 7.1%	E: 1.6%	F: 21.5%	G: -0.2%	H: -7.7%	I: -0.7%
24. Cc1cccc(OCCSc2nc(N)cc(N)n2)c1
  A: -4.2%	B: -16.5%	C: ?	D: ?	E: ?	F: ·	G: -10.0%	H: ?	I: 26.6%
25. COc1ccc2nc(C)cc(Nc3ccc(N4CCN(C)CC4)cc3)c2c1
  A: ?	B: 6.1%	C: ?	D: ?	E: ?	F: 44.7µM*	G: 41.8%[activator]	H: -33.1%	I: -17.5%
26. COc1ccc(C(=O)CSc2n[nH]c(=O)[nH]c2=O)cc1
  A: -26.4%	B: -4.1%	C: -13.6%	D: 22.1%	E: 2.3%	F: -23.1%	G: -0.1%	H: -2.0%	I: -8.5%
27. Cc1ccc(C2=CSC3=NS(=O)(=O)CCN23)cc1C
  A: 14.5%	B: -8.4%	C: 11.3%	D: -4.9%	E: 16.9%	F: -0.7%[59 µM]	G: 0.5%	H: 6.5%	I: -8.0%
28. Cc1ccc(-n2nnnc2CNC(=O)C2CC(=O)N(c3ccccc3)C2)cc1C (centres undefined)
  A: 2.0%	B: -2.4%&18.8%	C: -20.8%&6.7%	D: 33.8%&-11.9%	E: 12.4%&7.9%	F: -3.1%	G: -0.5%&-2.2%	H: 0.6%	I: -21.6%&3.7%
29. CN(C)C(CNS(=O)(=O)c1ccc(Br)cc1)c1cccnc1 (centres undefined)
  A: -4.1%	B: 1.9%	C: 2.7%	D: ?	E: 30.1%	F: -17.3%[59 µM]	G: 4.0%	H: 11.2%	I: -9.4%
30. O=C(OCC(=O)N1CCN(C(=O)c2ccco2)CC1)c1cc(=O)c2ccccc2o1
  A: -7.9%	B: -11.9%	C: 10.4%	D: 15.5%	E: 5.4%	F: 6.9%[59 µM]	G: -1.7%	H: 2.7%	I: -2.9%

Laid out differently: two of the compounds above.
Values in the order – POLK inh | Anesthetic bind | BAZ2B inh | POLI inh | POLB inh | G9a block | BLM helicase inh | APE1 inh | POLH inh
[13] CCCOc1ccc(-c2csc(N)n2)cc1[N+](=O)[O-]
→ -5.3% | -9.4% | ? | 0.6% | 13.5% | ? | -2.6% | 13.6% | -13.1%
[14] Nc1ccc(Br)cc1Br
→ 2.1% | -0.6% | 0.6% | -10.4% | -0.2% | 14.2% | -1.9% | 44.9%[activator] | -9.5%

More structures.
Assay codes: A = POLK inh; B = Anesthetic bind; C = BAZ2B inh; D = POLI inh; E = POLB inh; F = G9a block; G = BLM helicase inh; H = APE1 inh; I = POLH inh
31. CC(C)(C)C(=O)NC(=S)NCc1ccccc1
  A: -16.0%	B: -0.8%	C: -1.1%	D: 20.1%	E: 0.6%	F: 16.8%[59 µM]	G: -1.7%	H: -2.4%	I: -9.4%
32. NCCCCCNC(=O)c1nc[nH]c1C(=O)NCC(=O)OCc1ccccc1
  A: -2.1%	B: ·	C: ·	D: 9.8%	E: ·	F: ·	G: ·	H: 6.7%	I: -23.5%
33. O=C(CSc1ccccn1)Nc1ccc2ccccc2c1
  A: ·	B: ?	C: 5.7%	D: ·	E: -14.1%	F: 37.8%	G: -6.0%	H: ?	I: ·
34. COCCNC(=O)c1cnn2c(C(F)F)cc(-c3ccc(C)cc3)nc12
  A: -1.8%	B: -8.5%	C: -4.1%	D: 1.0%	E: -11.9%	F: 20.2%	G: 1.8%	H: 2.3%	I: -15.9%
35. CCOC(=O)C1=NS(=O)(=O)NC(C)=C1
  A: 0.7%	B: ·	C: ·	D: -24.4%	E: ·	F: ·	G: ·	H: 5.9%	I: 4.4%
36. CCN(CC)CCCNC(=O)C1c2cc(OC)c(OC)cc2C(=O)N(C)C1c1cccnc1 (centres undefined)
  A: -2.4%	B: -1.2%	C: 0.7%	D: -11.4%	E: -28.3%	F: 13.0%[59 µM]	G: 0.4%	H: 3.9%	I: -9.8%
37. O=C(c1cnc(N2CCN(c3ccccn3)CC2)c2ccccc12)N1CCN(c2cccc(Cl)c2)CC1
  A: -7.7%	B: -6.1%	C: ·	D: 36.1%[activator]	E: 19.2%	F: ?	G: -9.7%	H: -0.1%	I: -6.6%
38. O=S1(=O)CC2N=C(N(Cc3c(F)cccc3Cl)c3ccccc3F)SC2C1 (centres undefined)
  A: -8.0%	B: -19.0%	C: -4.2%	D: 3.3%	E: 31.1%	F: -37.3%[59 µM]	G: -4.3%	H: -0.4%	I: -17.1%
39. CC(C)NS(=O)(=O)c1ccc(CCC(=O)N2CCCC2)cc1
  A: -11.5%	B: -3.0%	C: -9.0%	D: 98.1%[activator]	E: 1.1%	F: ·	G: -6.7%	H: 10.5%	I: 6.2%
40. CC(C)(C)NCC1(CO)SC(N)=NC1=O (centres undefined)
  A: 4.6%	B: -8.6%	C: 15.6%	D: i	E: -6.1%	F: 21.9%[59 µM]	G: -1.7%	H: 0.8%	I: -2.7%
